HRas wt GTP bind: modulators of GTP binding to HRas wildtype, primary screen, biochemical, bead-based flow cytometry, multiplex. GTPase HRas (Homo sapiens), P01112. GST-Ras wt beads, Bodipy-FL-GTP binding; actives lie on both sides. GTP binding activity, % at 10 µM. 190,000 tested, 0.14% active. AID 759, 2007;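 active means GTP binding activity at least 20% away from the 100% baseline, either lowered as inhibitor or raised as activator; inconclusive means flagged as likely green fluorescent, judged across all proteins in the well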;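 further: 0% = unlabeled GTP competition control and 100% = no-compound control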
Target sequence (P01112 whole entry, looked up): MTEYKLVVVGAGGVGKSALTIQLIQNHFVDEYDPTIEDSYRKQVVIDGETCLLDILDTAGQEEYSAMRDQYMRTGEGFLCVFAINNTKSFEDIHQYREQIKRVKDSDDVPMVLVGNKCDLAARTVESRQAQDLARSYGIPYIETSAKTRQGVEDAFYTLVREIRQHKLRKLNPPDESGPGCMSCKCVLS
ABCB1 inh: ABCB1 efflux pump inhibitors, primary screen, cell-based, multiplex, flow cytometry, ABCG2 counter-screen; AID 1326, 2008; CCRF-Adr cells, JC-1 efflux; 190,000 tested, 0.067% active; inhibition, % at 6.6 µM; ATP-dependent translocase ABCB1 (Homo sapiens), P08183; in the data active means inhibition above about 40%;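 further: 0% = vehicle and 100% = reference inhibitor; higher value means more JC-1 retained so stronger ABCB1 efflux block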
ABCG2 inh: ABCG2 efflux pump inhibitors, primary screen, multiplex with ABCB1, IgMXP3 cells, flow cytometry; Broad substrate specificity ATP-binding cassette transporter ABCG2 (Homo sapiens), Q9UNQ0; JC-1 efflux; inhibition, % at 6.6 µM; 190,000 tested, 0.1% active; AID 1325, 2008;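 active means inhibition above 80%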;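 further: 0% = DMSO and 100% = nicardipine control wells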
Target sequence (Q9UNQ0 whole entry, looked up): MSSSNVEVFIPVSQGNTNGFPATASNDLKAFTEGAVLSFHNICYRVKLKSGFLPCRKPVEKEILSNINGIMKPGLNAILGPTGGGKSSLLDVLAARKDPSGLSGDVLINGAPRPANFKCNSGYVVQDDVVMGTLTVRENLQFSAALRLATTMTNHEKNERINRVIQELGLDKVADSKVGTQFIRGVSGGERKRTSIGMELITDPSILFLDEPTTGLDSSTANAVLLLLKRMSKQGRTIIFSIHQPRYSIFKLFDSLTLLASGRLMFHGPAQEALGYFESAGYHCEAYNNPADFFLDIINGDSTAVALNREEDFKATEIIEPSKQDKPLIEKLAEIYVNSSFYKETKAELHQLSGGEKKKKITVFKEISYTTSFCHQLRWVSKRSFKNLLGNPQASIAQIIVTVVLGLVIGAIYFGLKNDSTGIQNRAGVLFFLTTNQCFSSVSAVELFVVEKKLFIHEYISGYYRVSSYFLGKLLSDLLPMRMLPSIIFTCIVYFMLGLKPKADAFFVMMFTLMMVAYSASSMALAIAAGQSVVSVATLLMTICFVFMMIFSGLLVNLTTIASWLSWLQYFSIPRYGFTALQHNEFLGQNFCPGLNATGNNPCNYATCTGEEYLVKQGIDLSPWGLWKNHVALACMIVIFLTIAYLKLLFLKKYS
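Test system: IgMXP3 (ABCG2) plus far-red-tagged CCRF-Adr (ABCB1) cells / Amount: 3 million cells/mL in well / Reagent: JC-1 transporter substrate / Timing: 10 min compound exposure, 25 °C / Signal: flow cytometry, 530 nm JC-1 signal / Read-out: percent efflux inhibition, scaled nicardipine 100% to DMSO 0% / Benchmarks: nicardipine as high control, DMSO as low control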
Mcl1 Noxa PPI: Mcl-1/Noxa binding inhibitors, primary screen, biochemical, TR-FRET, 1536-well; TR-FRET Mcl-1/Noxa peptide binding, 2 h; inhibition, % at 21.7 µM; 220,000 tested, 1.5% active;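 active means compounds that cut the protein-peptide binding signal by more than 50% relative to plate controls in a single-dose test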;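 further: His-tagged Mcl-1 with rhodamine Noxa BH3 peptide and terbium anti-His antibody; 0% = Mcl-1 plus Noxa peptide wells and 100% = peptide-only wells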
Rab2 wt GTP: modulators of GTP binding to Rab2A wildtype, primary screen, biochemical, dog, bead-based flow cytometry, multiplex | 190,000 tested, 0.19% active | GTP binding activity, % at 10 µM | Ras-related protein Rab-2A (Canis lupus familiaris), P61105 | AID 760, 2007 | GST-Rab2 wt beads, Bodipy-GTP binding;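 active means GTP binding activity at least 20 points away from 100%, either lowered or raised; inconclusive means signal likely due to the compound's own green fluorescence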;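 further: 0% = beads with excess unlabeled GTP and 100% = no-compound control corrected for plate trend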
Rac1 act GTP bind: GTP binding modulators of activated mutant Rac1, primary screen, biochemical, bead-based flow cytometry, multiplex, fluorescent GTP | GST-Rac1 activated beads; actives lie on both sides; 100% means binding = to untreated wells | percent activity (GTP binding), % at 10 µM | 190,000 tested, 0.11% active | AID 764, 2007;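 active means GTP binding at least 20 percentage points away from the 100% baseline, in either direction, so actives lie on both sides; inconclusive means Compound likely fluorescent itself, or too few beads counted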
Pf gamet viab: late stage P. falciparum gametocyte viability inhibitors, primary screen, ATP luminescence, HTS; P. falciparum stage V gametocytes, 24 h; inhibition, % at 10.9 µM; 150,000 tested, 0.065% active;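 active means inhibition above the mean plus 3 SD of compounds within the control limits, set per campaign, cut at about 38% in these data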;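 further: 0% = DMSO wells and 100% = medium only without gametocytes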
Avidin bead fluor: green autofluorescence of compounds with avidin beads – biophysical, 488/530 nm, flow cytometry, artefact control, profiling panel; compound fluorescence 488/530 nm; stronger effect = higher value; fluorescence (KMESF) at 10 µM; 220,000 tested, 0.38% active; AID 1775, 2009; in the data active means fluorescence above about 47; further: inactives centre near 10
Cdc42 wt GTP: modulators of GTP binding to wildtype Cdc42, primary screen, biochemical, multiplex bead flow cytometry, Bodipy-GTP; Cell division control protein 42 homolog (Homo sapiens), P60953; GST-Cdc42 beads; actives lie on both sides; percent activity (GTP binding), % at 10 µM; 190,000 tested, 0.2% active;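 active means percent activity GTP binding at least 20 points away from the 100% baseline, either down as inhibitor or up as activator; inconclusive means compound flagged as likely green fluorescent from well-wide comparison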;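 further: median bead fluorescence of bound Bodipy-FL-GTP at 100 nM; 0% = excess unlabeled GTP control and 100% = no compound control; below 100% means less GTP binding so inhibitor and above means activator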
Target sequence (P60953 whole entry, looked up): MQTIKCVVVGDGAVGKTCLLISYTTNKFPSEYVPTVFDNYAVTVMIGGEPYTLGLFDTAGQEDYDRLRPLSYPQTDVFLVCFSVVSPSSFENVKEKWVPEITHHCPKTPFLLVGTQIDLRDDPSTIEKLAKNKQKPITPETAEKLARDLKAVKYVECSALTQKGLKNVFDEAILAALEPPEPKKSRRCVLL
Rac1 wt modul: wildtype Rac1 GTP binding modulators, primary screen, biochemical, GST-Rac1 beads, flow cytometry, multiplex; Ras-related C3 botulinum toxin substrate 1 (Homo sapiens), P63000; fluorescent GTP binding; actives lie on both sides; 0 = cold GTP competed, 100 = untreated; GTP binding activity (% of control), % at 10 µM; 190,000 tested, 0.27% active; AID 757, 2007;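 active means GTP binding activity at least 20 points away from the 100% control level, either lower or higher; inconclusive means compound flagged as likely green fluorescent, judged across all proteins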
Rab7 wt modul: modulators of GTP binding to Rab7, primary screen, biochemical, wildtype, multiplex bead flow cytometry. Rab7 GTPase wild type (dog), Bodipy-FL-GTP binding. GST-Rab7 beads, fluorescent GTP binding; actives lie on both sides; untreated = 100%, excess cold GTP = 0%. GTP binding activity (percent of control), % at 10 µM. 190,000 tested, 0.055% active. AID 758, 2007;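 active means fluorescent GTP binding to Rab7 beads changed by at least 20 points from the 100% baseline, either direction, mostly lower; inconclusive means compound itself probably fluorescent, or too few beads counted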;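 further: median green fluorescence of bound Bodipy-FL-GTP per Rab7 bead population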
* marks the source's active call; other numbers are inactive results; ? = inconclusive; . = not tested or not shown.

nr | Compound | HRas wt GTP bind | ABCB1 inh | ABCG2 inh | Mcl1 Noxa PPI | Rab2 wt GTP | Rac1 act GTP bind | Pf gamet viab | Avidin bead fluor | Cdc42 wt GTP | Rac1 wt modul | Rab7 wt modul
1 | Cc1ccc(NC(=O)NC(=O)CN2C(=O)NC3(CCc4ccccc43)C2=O)c(C)c1 (stereo unspecified) | 98 | 0.0 | 1 | 3 | 98 | 97 | . | 21 | 96 | 98 | 95
2 | Cc1ccc2[nH]c(C)c(/C=N/Nc3nc4ccccc4s3)c2c1 | 99 | -0.3 | 1 | 18 | 98 | 96 | 8 | 33 | 97 | 97 | 98
3 | Cc1sc2nc(NCCO)[nH]c(=O)c2c1C | 102 | 0.0 | 0 | 16 | 103 | 100 | . | 7 | 105 | 107 | 103
4 | CC1(NC(=O)C23CC4CC(CC(C4)C2)C3)CCS(=O)(=O)C1 (stereo unspecified) | 104 | -0.3 | 0 | 0 | 103 | 99 | . | 13 | 103 | 106 | 104
5 | CCOC(=O)c1sc(NC(=O)CSc2nnnn2-c2ccc(C)cc2C)nc1C | 96 | 0.0 | 13 | -40 | 99 | 95 | . | 8 | 98 | 98 | 100
6 | CC1CCN(C(=O)CSc2nc3ccccc3s2)CC1 | 102 | -0.3 | -1 | 2 | 99 | 96 | 7 | 16 | 100 | 98 | 101
7 | O=C(NN1C(=O)c2ccccc2NC12CCCCC2)c1ccccc1 | 96 | 0.5 | 2 | -7 | 97 | 97 | 10 | 5 | 96 | 99 | 99
8 | Cc1snc(SCC(=O)c2ccc(Cl)cc2)c1C#N | 103 | -0.2 | 3 | 15 | 101 | 100 | 20 | 25 | 101 | 109 | 103
9 | CC(OC(=O)CCCN1C(=O)c2ccccc2C1=O)C(=O)Nc1ncc(Cl)cc1Cl (stereo unspecified) | 97 | -0.1 | -1 | 8 | 98 | 94 | . | 9 | 98 | 96 | 96
10 | CCOc1cc(CNc2ccc(N3CCN(C(C)=O)CC3)cc2)cc(Br)c1OC | 98 | 1.3 | 8 | 19 | 98 | 96 | -27 | 4 | 94 | 101 | 102
11 | C/C(O)=C(/C#N)c1nc2ccccc2[nH]1 | 102 | -0.1 | 1 | 7 | 100 | 103 | -12 | 12 | 104 | 104 | 99
12 | COc1ccc(/C=N/NC(=O)CC2N=C(Cc3ccccc3)NNC2=O)cc1OC (stereo unspecified) | 99 | -0.2 | -3 | -6 | 98 | 99 | -36 | 6 | 99 | 99 | 102
13 | CC(=O)Cn1ncc(N2CCOCC2)c(Br)c1=O | 97 | 0.6 | 1 | -12 | 101 | 94 | 10 | 5 | 94 | 95 | 94
14 | O=C(O)CC(NC(=O)C1CCCCC1)c1cc([N+](=O)[O-])ccc1Cl (stereo unspecified) | 96 | 0.3 | 2 | 9 | 97 | 96 | -18 | 6 | 97 | 100 | 94
15 | COc1ccc(O[C@H]2C=C[C@@H](c3ccccc3)O[C@@H]2COC(=O)CCC(C)=NO[C@@H]2O[C@H](COC(C)=O)[C@@H](OC(C)=O)[C@H](OC(C)=O)[C@H]2OC(C)=O)cc1 | 101 | 4.9 | 8 | 2 | 101 | 99 | . | 11 | 100 | 103 | 102
16 | Cc1ccc(-n2c(Cc3cccn3C)nnc2SCC(=O)N2CCN(c3ccccc3)CC2)cc1 | 103 | 0.5 | 1 | 0 | 102 | 103 | 18 | 8 | 104 | 109 | 102
17 | Cc1nn(C)cc1C1Nc2ccccc2C(=O)N1O (stereo unspecified) | 97 | 0.3 | 15 | -5 | 96 | 93 | . | 7 | 97 | 98 | 97
18 | c1ccc(-n2ncc(-c3nn[nH]n3)n2)cc1 | 100 | 0.6 | 4 | 11 | 99 | 98 | . | 38 | 103 | 102 | 100
19 | O=C(CSC1=NCCS1)Nc1ccc2ccccc2c1 | 96 | 2.2 | 17 | 9 | 95 | 93 | 14 | 9 | 93 | 99 | 106
20 | CO/N=C/NC(=O)c1c(OC)ccnc1Oc1cccc(C(F)(F)F)c1 | 103 | 0.1 | 3 | 10 | 103 | 100 | . | 17 | 104 | 102 | 103
21 | CSCCC(NC(=O)/C(=C/c1ccc(F)cc1)NC(C)=O)C(=O)O (stereo unspecified) | . | 0.3 | 1 | 0 | . | . | -1 | 10 | . | . | .
22 | Cc1cccc(OCC(O)CN2CCN(CCN3C(=O)c4cccc5cccc(c45)C3=O)CC2)c1C (stereo unspecified) | 103 | 3.4 | -2 | 3 | 103 | 99 | 1 | 10 | 102 | 107 | 115
23 | Cc1c(-c2ccccc2)c(P(=O)(N2CCOCC2)N2CCOCC2)c2ccccn12 | 98 | 0.4 | 1 | 13 | 98 | 93 | -48 | 26 | 97 | 93 | 96
24 | CC(C)NC(=O)c1cc2nc(-c3ccco3)cc(C(F)(F)F)n2n1 | 100 | -0.2 | 0 | -3 | 98 | 100 | -11 | 34 | 98 | 104 | 98
25 | O=C(NC(=S)NCc1cccnc1)c1cc2ccccc2o1 | 95 | 1.1 | 4 | 15 | 97 | 99 | 7 | 21 | 97 | 100 | 94
26 | CC(=O)N1CCN(Cc2nc3cc(NC(=O)c4ccc(F)cc4)ccc3n2C)CC1 | 95 | 0.3 | 0 | -15 | 96 | 94 | -22 | 8 | 94 | 94 | 94
27 | COc1ccc(OCC(=O)Nc2ccc3c(c2)nc(CN2CCCC2)n3C)cc1 | 103 | 0.2 | 4 | 22 | 102 | 100 | 4 | 9 | 105 | 106 | 101
28 | O=C(/C=C/c1ccc([N+](=O)[O-])cc1)OCC(=O)N1c2ccccc2Sc2ccccc21 | 100 | -1.3 | -4 | 1 | 100 | 97 | -11 | 3 | 97 | 102 | 106
29 | Cc1ccc(NC(=O)CN2C(=O)N/C(=C\c3cccn3-c3cccc(C(=O)O)c3)C2=O)cc1 | 92 | 0.1 | 0 | 63* | 91 | 92 | . | 8 | 91 | 93 | 90
30 | CC(C)CC(=O)Nc1cccc(C(C)O)c1 (stereo unspecified) | 95 | 0.3 | 1 | 1 | 95 | 96 | 13 | 173* | 94 | 95 | 96
31 | CCC(C)(C(=O)NC1CCCCC1)N(C)C(=O)c1ccc2c(c1)OCO2 (stereo unspecified) | 99 | 0.2 | 1 | 11 | 97 | 99 | -26 | 9 | 99 | 102 | 99
32 | COc1cc(NC(=O)CSc2nncn2C)c(C)cc1[N+](=O)[O-] | 100 | 1.1 | 7 | 1 | 99 | 97 | . | 24 | 100 | 97 | 104
33 | Cn1c(CNS(=O)(=O)c2ccc(F)cc2)n[nH]c1=S | 98 | 0.3 | 0 | 25 | 96 | 95 | . | 9 | 100 | 98 | 93
34 | O=C(Nc1ncc(Cc2ccccc2)s1)C1COc2ccccc2O1 (stereo unspecified) | 103 | 0.3 | 2 | -9 | 103 | 99 | 10 | 7 | 105 | 103 | 100
35 | O=c1/c(=C\c2cccnc2)sc2nc3ccccc3n12 | 97 | 1.6 | 81* | 7 | 97 | 98 | . | 23 | 99 | 100 | 97
36 | Cc1ccc(/C=C/c2ccc(=O)n(Cc3ccccc3Cl)n2)cc1 | 98 | 0.4 | 15 | 15 | 98 | 98 | 24 | 13 | 98 | 100 | 97
37 | Clc1ccc(Cn2cnc3ccccc32)cc1 | 94 | 0.6 | 0 | -2 | 97 | 95 | 18 | 3 | 98 | 98 | 94
38 | COc1ccc(C(=O)N2CCC(C(=O)Nc3ccccc3C)CC2)cc1OC | 101 | 0.2 | 0 | 2 | 99 | 95 | -20 | 13 | 98 | 98 | 104
39 | COc1ccc(C(=O)Nc2cc(C(C)=O)c(C)oc2=O)cc1 | 97 | -0.1 | 3 | 7 | 98 | 92 | -7 | 9 | 97 | 99 | 105
40 | Cc1ccc(/C=N/NC(=O)c2cc3c(ccc4ccccc43)o2)cc1[N+](=O)[O-] | 101 | 0.0 | 0 | 26 | 99 | 97 | . | 28 | 99 | 102 | 100
41 | O=C1CCC(C(=O)O)(c2ccccc2)C1 (stereo unspecified) | 102 | 0.8 | 2 | 3 | 105 | 102 | . | 11 | 102 | 104 | 102
42 | Clc1ccc(-c2nc(/C=N/N3CCOCC3)c3ccccn23)cc1 | 99 | 4.2 | 35 | 25 | 97 | 96 | . | 12 | 97 | 97 | 92
43 | O=C(CCCCCN1C(=O)CCC1=O)Nc1ccc(Cl)c(C(F)(F)F)c1 | 98 | 0.9 | 4 | -24 | 99 | 98 | 3 | 8 | 99 | 100 | 98
44 | COC(=O)c1ccc2nc(-c3cccc(N)c3)cn2c1 | 95 | -1.7 | -2 | 6 | 97 | 94 | 3 | 5 | 95 | 97 | 98
45 | Cc1cc(C)n2nc(C(=O)N/N=C/c3ccc(O)cc3)nc2n1 | 96 | 0.4 | 1 | 23 | 94 | 95 | -16 | 12 | 97 | 100 | 95
46 | CC1=C(C(N)=O)C(c2cccnc2)n2nc(SCc3ccccc3Cl)nc2N1 (stereo unspecified) | ? | -0.6 | -1 | 1 | ? | ? | . | 19 | ? | ? | ?
47 | COc1ccccc1N(C(=O)CNS(=O)(=O)c1ccccc1)C(C(=O)NCc1ccco1)C(C)C (stereo unspecified) | 100 | 0.9 | 17 | 5 | 100 | 97 | 13 | 13 | 100 | 105 | 102
48 | COc1cccc(C(=O)Nc2c(F)cccc2F)c1 | 99 | 0.4 | 9 | 10 | 98 | 98 | 9 | 6 | 99 | 103 | 103
49 | COC(=O)c1c(NC(C)=O)sc2c1CCCCC2 | 100 | 0.7 | 7 | 6 | 98 | 101 | 5 | 3 | 101 | 101 | 95

Source: PubChem BioAssay (several laboratories)

Compounds were not picked by outcome; overall some 2.3% were active at least once.
